Ins promoter up = MIN6 insulin promoter up-regulation; 190,000 tested, 0.3% active; MIN6 insulin promoter-GFP reporter, high-content imaging; hits give high values; z-score at 5 µM;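 active = z-score above 3 at 5 µM with at least 500 cells counted in the well; inconclusive = wells under 500 cells, flagged as cytotoxic or low count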
b-catenin transl = alters nuclear translocation of beta-catenin in HeLa cells. 190,000 tested, 0.3% active. nuclear translocation activity, % at 5 µM. immunofluorescence imaging;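 active = nuclear translocation activity above 50% at 5 µM, with a well cell count of 50 or more; inconclusive = wells under 50 cells across six images, flagged as toxic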;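 note: per-cell ratio of nuclear to cytoplasmic median beta-catenin stain intensity; plate controls were DMSO negative control for no effect and GSK-3 inhibitor IX positive control for full effect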
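System: Human HeLa cells, endogenous beta-catenin | Compound dosing: 5 µM primary, 0.02–20 µM confirmation | Timing: 24 h compound exposure at 37°C, 5% CO2 | Measured by: Fluorescence imaging of beta-catenin antibody stain plus DAPI | Read-out basis: % activation of per-cell nuclear versus cytoplasmic median beta-catenin signal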
MT stabilize HCS = microtubule stabilization, imaging screen; AID 2205; % tubulin-high responders, % at 10 µM; 200,000 tested, 0.83% active; HeLa tubulin immunostaining HCS, 24 h; share of cells brighter than vehicle mean+2SD;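 active = plate Z-score above 3 for both tubulin-high and condensed-nucleus cell shares, with cell loss under 80%, at 10 µM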;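 note: anti alpha tubulin signal scored within the nucleus-defined area of each cell; some results filed as inactive read as strong as hits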
Dynein cargo inh = dynein cargo transport inhibition. z-score, hits read low. AID 1381. 220,000 tested, 0.47% active. 3617.4 mouse cells, GR-EGFP nuclear translocation imaging; test concentration mostly 20 µM; stimulated with dexamethasone, 1 µM; hits give low values;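 active = plate z-score of nuclear minus cytoplasmic receptor signal below a set negative limit, without overly bright fluorescence or cell loss, cut at about -3.5 in these data, passing the limit was not always enough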;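 note: z-score of nuclear minus cytoplasmic ring GR-EGFP intensity difference per well; some compounds called inactive have numbers as strong as hits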
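Buffer or medium: tet-free, stripped-serum medium; reagent: dexamethasone at 1.0 µM final, 30 min; incubation: 48 h induction, 1 h compound, 30 min dex at 37 °C; measured by: formaldehyde fixation, Hoechst nuclear stain, 10x automated fluorescence imaging; read-out: nuclear-to-cytoplasmic GR-EGFP distribution per well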
Yfh1-depleted yeast = mitochondrial function rescue without frataxin homolog – Friedreich's ataxia, plus single-dose screen, dose response (AID 1465). 220,000 tested, 0.074% active. fold induction at 50 µM, or EC50 in µM where a hit was titrated. S. cerevisiae Yfh1-off respiration, WST-1 reduction, 72 h; higher fold induction means a stronger effect;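 active = fold induction of absorbance versus untreated yeast above a set limit, then at least 30% activation at any dose in follow-up; inconclusive = repeats straddling the limit, or above it without dose testing; inactive = fold induction below the set limit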;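 note: activators that raise dye reduction in frataxin-depleted yeast; strong numbers were not always called active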
AID2073 = disruptors of CaV2.2 binding to Mint1 – biochemical, HTRF (AID 2073) | 290,000 tested, 0.19% active | one-dose inhibition, % at 20 µM; IC50 in µM for titrated hits | HTRF protein-protein interaction, Mint1-CaV2.2; higher % means a stronger effect; in the data active = inhibition mostly above about 51%, no sharp cut-off; inconclusive = no clear call, values can overlap the other calls; inactive = mostly below about 53%; note: some results filed as inactive read as strong as hits
Autophagy HCS = autophagy modulation, high-content screen; MEF GFP-LC3 puncta imaging; test concentration mostly 10 µM; calls only at 10 µM (by protocol); 190,000 tested, 0.98% active; AID 463193;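 active = percentage of spot-positive cells more than 3 SD above its plate mean, without a fluorescence outlier flag or 80% toxicity; inconclusive = no clear call, values can overlap the other calls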;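 note: spot-positive cell cutoff set from DMSO-treated cells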
WT yeast gro inh = growth inhibition of WT yeast, mitochondrial fusion screen; 190,000 tested, 2.1% active; inhibition, % at 10 µM; AID 1362; mitochondrial fusion phenotypic screen, WT strain; in the data active = inhibition above about 58%; tested in S. cerevisiae
HIV fusion peptide = inhibitors of HIV fusion peptide binding, primary screen, biochemical, uHTS, fluorescence dequenching (AID 1986); cell-free peptide binding, fluorescence dequenching, 30 min; higher % means a stronger effect; one-dose inhibition, % at 20 µM; IC50 in µM for titrated hits; 290,000 tested, 0.3% active; in the data active = inhibition mostly above about 52%, no sharp cut-off; inactive = mostly below about 76%; note: some results filed as inactive read as strong as hits
WT yeast gro inh mutant strain = second read-out of WT yeast gro inh, no call of its own (marks repeat the call); inhibition, %; mitochondrial fusion phenotypic screen, mutant strain inhibition
Dynein cargo inh cytoplasmic EGFP = recorded beside Dynein cargo inh, whose call it bears; z-score; measured here: cytoplasmic GR-EGFP intensity; hits give high values
Dynein cargo inh nuclear GR-EGFP = also measured in Dynein cargo inh; calls as there; z-score; measured here: nuclear GR-EGFP intensity;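 lower value marks the stronger effect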
Dynein cargo inh cell count = second read-out of Dynein cargo inh, no call of its own (marks repeat the call); z-score; measured here: cell count per field
Ins promoter up cell count = also measured in Ins promoter up; calls as there; cell count; measured here: cytotoxicity, nuclei count;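 total cells summed across four imaged fields per well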
b-catenin transl cell count 5 µM = further read-out of b-catenin transl, marked with its call; cell count; measured here: cell count, cytotoxicity flag
MT stabilize HCS Hoechst-high % = recorded beside MT stabilize HCS, whose call it bears; % Hoechst-high responders; measured here: nuclear condensation Hoechst responders;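 share of cells brighter than vehicle mean plus two SD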
MT stabilize HCS cytotoxicity % = further read-out of MT stabilize HCS, marked with its call; toxicity, %; measured here: cytotoxicity by cell density;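 0% = mean cell density of plate MIN control wells and 100% = no cells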
Autophagy HCS cell loss 18 h = also measured in Autophagy HCS; calls as there; toxicity, %; measured here: cell loss, nuclei count;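 cell loss after 18 h compound exposure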
Starred values were filed as active, the others as inactive; i = inactive; ? = inconclusive; . = no result given.

SMILES	Ins promoter up	Ins promoter up cell count	b-catenin transl	b-catenin transl cell count 5 µM	MT stabilize HCS	MT stabilize HCS Hoechst-high %	MT stabilize HCS cytotoxicity %	Dynein cargo inh	Dynein cargo inh cytoplasmic EGFP	Dynein cargo inh nuclear GR-EGFP	Dynein cargo inh cell count	Yfh1-depleted yeast	AID2073	Autophagy HCS	Autophagy HCS cell loss 18 h	WT yeast gro inh	WT yeast gro inh mutant strain	HIV fusion peptide
CCCCNC(=O)c1c[nH]c2ccc(S(=O)(=O)Nc3ccc(OCC)cc3)cc2c1=O	.	.	-0.7	1127	2.2	1.1	7.4	-0.573	-0.372	-0.167	-0.215	.	-1.0%	i	13.5	-9.9	-20.4	10.4%
COc1ccc(-c2csc(Nc3cccnc3)n2)cc1	-0.49	932	1.1	1086	0.8	0.8	8.4	-2.36	-0.0154	-1.2	0.599	i	-7.6%	i	-1.4	-2.9	6.9	-4.3%
Cc1[nH]nc2c1C1(CCN(C(=O)OCc3ccccc3)CC1)C(C#N)=C(N)O2	-0.17	1336	-1.1	1239	2.5	2.4	5.4	-1.13	-0.247	-0.208	1.9	i	-0.8%	i	2.4	13.5	28.9	-1.8%
CC1CN(Cc2c(O)ccc3c(=O)c(-c4ccccc4)coc23)CC(C)O1 (stereo not drawn)	-1.28	1608	1.2	1510	1.8	2.4	1.9	0.536	-0.194	-0.0714	0.407	i	47.8%	i	-11.8	-0.5	-6.7	0.9%
O=C(Nc1ccc(N2CCCCCC2)cc1)c1ccccc1Cl	.	.	32.2	571	11.4*	42.9*	31.9*	0.902	-0.118	1.08	-1.16	i	10.5%	i	11.9	23.1	19.8	-2.5%
COc1ccccc1OCCc1nnc(N)s1	-0.53	911	1.9	1222	1.4	0.9	8.0	-0.45	-0.0367	-0.329	0.25	i	-4.4%	i	-1.4	5.3	8.6	0.3%
Cc1ccc(C(=O)NCC(=O)OCC(=O)NC(C)c2ccccc2)s1 (stereo not drawn)	0.58	1274	1.3	1056	3.2	2.2	11.8	-1.11	0.0648	-0.209	1.02	i	-4.6%	i	6.5	-17.0	8.8	0.2%
Cc1cccc(CSc2ncnc3nc[nH]c23)c1	0.08	1945	-1.8	1074	3.1	2.6	5.1	0.459	-0.208	0.42	0.407	?	-1.2%	i	7.9	11.2	2.5	-0.8%
CCOC(=O)c1oc2cc(C)cc(O)c2c(=O)c1-c1csc(C)n1	-0.29	983	-6.7	1179	2.2	1.6	6.1	0.222	-0.133	0.281	0.375	i	3.0%	i	2.4	-2.5	-29.1	-3.1%
Cc1cc(Oc2cnn(C(C)(C)C)c(=O)c2Cl)cc(C(C)C)c1	.	.	5.2	474	2.0	1.4	2.5	1.58	-0.275	0.968	-0.493	i	-8.4%	i	-4.7	67.3*	10.7*	1.5%
COc1ccc(N2Cc3cccc(C(=O)O)c3C2=O)cc1	0.45	886	.	.	4.7	2.3	7.2	0.888	-0.139	0.474	-0.352	i	14.1%	.	.	10.3	9.4	-2.7%
CN(C)c1ccc(/C=N/NC(=O)CN(c2ccccc2Cl)S(C)(=O)=O)cc1Br	3.57*	1472*	-1.5	1360	2.3	1.4	15.3	-0.813	-0.208	-0.387	0.376	i	-0.3%	i	-5.0	-27.2	2.0	0.6%
O=[N+]([O-])c1cccc(-c2ccc(/C=N/n3c(-c4ccccc4)n[nH]c3=S)o2)c1	-0.61	1429	1.4	1047	2.5	4.0	7.7	1.65	-0.0644	0.861	-1.42	i	34.0%	i	-1.2	-2.9	-3.5	0.4%
O=C(Nc1nnc(COc2ccc(Cl)cc2)s1)c1ccco1	0.01	1621	0.0	912	2.0	2.3	8.7	-0.522	-0.364	-0.105	1.08	i	-9.8%	i	-14.4	-7.9	-0.8	-0.8%
COc1ccc(NC(=S)NCCCN2CCCC2)cc1Cl	-0.09	1199	-0.9	1085	5.0	2.6	25.0	-0.657	-0.247	0.00728	0.476	i	1.6%	i	-9.2	7.6	15.7	-0.5%
CCOC(=O)c1c(-c2ccccc2Cl)cn2ccccc12	0.15	1636	-0.6	1034	1.8	0.9	4.0	1.7	-0.175	0.199	-1.45	i	6.5%	i	2.2	-0.2	13.8	-2.3%
COc1ccc2c(c1)C(=O)/C(=C/C=C/c1ccccc1)CC2	.	.	1.5	1055	3.5	3.3	4.2	-0.498	0.386	-0.146	0.312	i	-6.0%	i	5.2	36.8	-0.1	13.0%
Cc1cccc(C)c1NC(=O)CCCSc1nnc(-c2ccco2)o1	.	.	.	.	2.2	1.7	9.2	-0.57	-0.227	-0.184	0.602	i	.	i	-2.6	-17.3	-7.6	.
COc1ccccc1CNc1nc(S(=O)(=O)c2ccccc2)c(Cl)s1	-0.7	1473	0.4	1133	1.5	2.7	10.2	0.775	-0.0886	0.617	5.64	i	4.2%	i	10.1	39.7	17.3	0.5%
COc1cc2c(cc1OC)CN(CC(=O)Nc1ccc(Cl)c(S(=O)(=O)N(C)C)c1)CC2	-0.76	1593	-4.4	1124	1.6	3.3	10.5	0.49	-0.345	-0.334	-0.306	i	12.7%	i	3.6	-0.7	-3.0	1.5%
Cc1cc(C)cc(NC(=O)C2(c3ccccc3)CC2(Cl)Cl)c1 (stereo not drawn)	-0.82	1590	-0.7	1426	2.9	1.2	10.2	-0.703	-0.181	-0.429	0.623	i	-3.1%	i	5.0	-16.0	5.6	3.1%
O=C(O)COc1ccc(Br)cc1CP(=O)(c1ccccc1)c1ccccc1	0.05	1397	-0.3	1295	.	.	.	2.15	-0.298	0.608	-0.203	i	1.6%	.	.	.	.	-1.7%
Cc1cc2ccccn2c1C(=O)c1ccc(S(=O)(=O)N(C)C)cc1	0.37	1308	0.7	1076	2.8	2.2	5.7	-0.889	-0.232	-0.317	0.572	i	-1.8%	i	6.8	-6.8	-0.4	-1.4%
COC(=O)c1cc2occc2n1Cc1cccc(C)c1	-0.71	1012	-2.0	1089	2.1	1.2	1.9	0.967	0.36	0.921	-0.848	i	-4.4%	i	2.9	22.7	16.6	-1.2%
COc1ccc(Oc2c(Cl)cnn(-c3ccc(C)cc3)c2=O)cc1	-0.35	1766	-0.5	1093	1.0	1.6	9.3	-0.598	-0.309	-0.151	0.649	i	-1.1%	i	-0.9	-5.1	94.0	-0.7%
CCOC(=O)c1ccc(NC(=O)c2nc[nH]c2C(=O)NC2CCN(C(=O)OC(C)(C)C)CC2)cc1	0.52	752	-0.1	1375	.	.	.	-0.216	-0.449	0.0219	-0.299	i	49.1%	.	.	.	.	0.0%
CCOCCCn1c(=S)[nH]c2cc(C(=O)N3CCC(C(N)=O)(N4CCCCC4)CC3)ccc2c1=O	-1.26	1215	-0.2	1068	2.6	2.2	5.8	-0.562	-0.282	-0.3	0.205	i	-28.4%	i	-34.2	10.4	3.9	1.6%
Cc1ccc(NC2c3ncccc3C(=O)N2Cc2cccs2)cc1 (stereo not drawn)	-0.56	1281	-0.5	1072	2.3	2.8	3.9	-0.9	-0.305	-0.823	0.931	i	-17.8%	i	-2.0	17.1	-5.3	8.1%
CCOC(=O)CNC(=O)N1CCCC(CCC(=O)NCc2ccc(F)c(F)c2)C1 (stereo not drawn)	0.11	1310	-2.5	1020	2.5	1.9	1.7	-0.599	-0.281	-0.19	0.145	i	16.4%	i	-32.7	-1.1	-1.0	-0.6%
O=C(O)CSc1ncnc2c1sc1nc(-c3ccccc3)c3c(c12)CCC3	.	.	0.0	1253	.	.	.	0.0307	-0.184	0.11	0.156	i	30.2%	.	.	.	.	28µM*
CCCc1nnc(SCC(=O)N2CCOCC2)n1C	.	.	-3.6	499	3.6	1.7	7.0	-0.78	-0.275	-0.488	1.6	i	-7.0%	i	9.8	-21.6	7.6	0.9%
CCNC(=S)N/N=C(\C)c1ccc(Cl)s1	0.05	1164	-0.9	878	2.2	2.8	10.9	-0.0859	-0.194	0.11	-0.55	i	-13.6%	i	2.1	14.0	9.8	-1.1%
CCc1c(C)sc(NC(=S)Nc2cccnc2)c1C(=O)OC	0.21	1390	0.1	982	3.2	2.1	4.7	-0.784	0.799	-0.405	0.609	i	-1.9%	i	9.9	2.6	12.9	-1.5%
S=C(NCc1ccc(Cl)cc1)NC1CCCCC1	-0.27	1247	-2.0	953	2.5	1.8	6.2	-1.37	1.13	0.0413	-1.14	i	-9.1%	i	-5.1	68.0*	50.3*	-1.1%
Cc1ccn(C(=O)c2ccc(NC(=O)CC(C)C)cc2)n1	0.38	1457	0.6	1534	3.9	2.8	6.2	0.105	-0.343	0.498	0.406	i	-11.9%	i	17.5	-10.8	6.8	2.4%
O=C(N/N=C/c1cccnc1)c1ccc(S(=O)(=O)N2CCCCCC2)cc1	-0.09	1021	-1.3	1273	.	.	.	-0.979	-0.238	-0.519	0.865	i	2.4%	.	.	.	.	0.9%
O=C(CN1CCSCC1)N/N=C/c1cccc(Cl)c1	-0.67	1361	-2.2	1138	6.0	1.9	5.0	0.521	-0.359	0.522	0.822	i	-1.2%	i	9.6	16.7	6.9	1.6%
COC(=O)c1ccccc1NC(=O)C1CC(=O)N(C2CCCCC2)C1 (stereo not drawn)	.	.	1.8	1191	2.7	3.4	16.1	0.689	-0.197	0.75	0.36	i	-1.6%	i	-13.6	14.5	15.6	2.6%

Screening data deposited in PubChem BioAssay by several laboratories.
